SARS 3CLpro inh: SARS-CoV 3CLpro protease inhibition | P0C6X7 | recombinant SARS-CoV 3CLpro, quenched FRET peptide cleavage | inhibition, % at 6 µM | actives 0.14% (n = 290,000) | AID 1706; in the data active = inhibition above about 12%
SSB-PriA inh: blocks PriA binding to SSB C-terminal tail. inhibition, % at 33 µM. AlphaScreen SSBct-PriA binding, biotinylated peptide. actives 0.6% (n = 430,000); in the data active = inhibition mostly above about 37%, no sharp cut-off; inactive = mostly below about 20%;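 also: plate controls were negative control peptide for no effect and reference peptide for full effect; strong numbers were not always called active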
Mtb FBA inh: inhibits M. tuberculosis FBA enzyme. P9WQA3. purified M. tuberculosis FBA, fluorescence read-out. inhibition, % at 1 µM. actives 2.3% (n = 360,000). AID 588726; in the data active = inhibition above about 27%;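 also: 0% = vehicle and 100% = reference inhibitor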
Target sequence (P9WQA3 whole entry, looked up): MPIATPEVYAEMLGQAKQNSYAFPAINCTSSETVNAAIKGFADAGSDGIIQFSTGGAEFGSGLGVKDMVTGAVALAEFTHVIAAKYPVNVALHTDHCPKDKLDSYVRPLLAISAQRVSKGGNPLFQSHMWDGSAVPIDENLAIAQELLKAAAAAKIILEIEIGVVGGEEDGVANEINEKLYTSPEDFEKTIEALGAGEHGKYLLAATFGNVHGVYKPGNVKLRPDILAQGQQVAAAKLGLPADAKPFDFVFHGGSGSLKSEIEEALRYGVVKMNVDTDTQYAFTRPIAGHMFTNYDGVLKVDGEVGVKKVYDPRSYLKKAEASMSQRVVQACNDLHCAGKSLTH
Mtb UGM inh: blocks M. tuberculosis UGM enzyme. actives 0.06% (n = 320,000). P9WIQ1. inhibition, % at 10 µM. AID 504406. purified UGM, fluorescence polarization probe displacement; in the data active = inhibition above about 10%, passing the limit was not always enough
Target sequence (P9WIQ1 whole entry, looked up): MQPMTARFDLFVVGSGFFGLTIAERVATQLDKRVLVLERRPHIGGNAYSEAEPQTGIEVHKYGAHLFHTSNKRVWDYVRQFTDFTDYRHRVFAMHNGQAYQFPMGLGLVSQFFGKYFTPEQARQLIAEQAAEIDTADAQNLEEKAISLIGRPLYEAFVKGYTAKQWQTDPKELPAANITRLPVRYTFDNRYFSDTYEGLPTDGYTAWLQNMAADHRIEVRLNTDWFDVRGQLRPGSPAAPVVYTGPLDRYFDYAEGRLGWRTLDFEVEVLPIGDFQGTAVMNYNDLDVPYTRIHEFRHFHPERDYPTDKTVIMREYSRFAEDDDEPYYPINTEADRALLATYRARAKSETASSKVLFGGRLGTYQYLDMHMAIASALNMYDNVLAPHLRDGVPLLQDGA
BioA inh: blocks M. tuberculosis BioA enzyme activity; actives 0.096% (n = 360,000); AID 602481; purified M. tuberculosis BioA enzyme, plate reader; inhibition, % at 9.99 µM; in the data active = inhibition above about 40%
MazF activator: MazEF (E. coli) toxin RNase activation | P0AE70 | FAM/BHQ RNA-DNA oligo cleavage fluorescence, 5 h | activation, % at 20 µM | actives 0.32% (n = 350,000); in the data active = activation above about 50%
Target sequence (P0AE70 whole entry, looked up): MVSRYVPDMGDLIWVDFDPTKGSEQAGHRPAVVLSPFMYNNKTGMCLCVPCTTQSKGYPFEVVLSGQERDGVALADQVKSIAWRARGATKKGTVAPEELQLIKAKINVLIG
DUSP3 inh: DUSP3 (human) phosphatase inhibition; P51452; recombinant VHR phosphatase, pNPP absorbance; inhibition, % at 13.3 µM; actives 0.52% (n = 290,000); AID 1654; in the data active = inhibition above about 50%; also: some compounds called inactive have numbers as strong as hits
Target sequence (P51452 whole entry, looked up): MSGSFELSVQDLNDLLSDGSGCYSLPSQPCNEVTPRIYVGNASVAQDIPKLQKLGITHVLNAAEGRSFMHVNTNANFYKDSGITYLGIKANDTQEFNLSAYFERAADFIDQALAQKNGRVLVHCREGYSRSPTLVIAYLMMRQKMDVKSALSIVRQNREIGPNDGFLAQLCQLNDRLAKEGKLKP
BH1578 lux ind: induces V. cholerae light production without autoinducers; actives 0.16% (n = 350,000); V. cholerae BH1578 lux reporter, luminescence, 6 h; AID 588436; activation, % at 18.7 µM; in the data active = activation mostly above about 9.7%, no sharp cut-off; also: not every result past the cut was called active; inactives centre near 0; reference of the scale not given here
Rv3671c protease: Rv3671c (M. tuberculosis) protease inhibition | inhibition, % at 5.96 µM | AID 2606 | P9WHR9 | actives 0.048% (n = 320,000); in the data active = inhibition above about 38%;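 also: extracellular domain of Rv3671c used as enzyme; 0% = enzyme with DMSO and 100% = no enzyme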
GDH-TPI inh: inhibits GDH-TPI coupling enzymes, artifact for Mtb FBA screen. GDH-TPI coupled enzyme counterscreen, NADH absorbance. inhibition, % at 4.8 µM. actives 1.2% (n = 360,000); in the data active = inhibition above about 30%;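 also: 0% = DMSO wells and 100% = wells lacking the enzyme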
The depositor's hits bear a star. This is a subset (hit frequency here may not be typical).

`COc1cc(OC)cc(C(=O)NC(=S)NNC(=O)c2cnccn2)c1` gave SARS 3CLpro inh 0.1, SSB-PriA inh -4.3, Mtb FBA inh -2.2, Mtb UGM inh -0.7, BioA inh 2.2, MazF activator 4.5, DUSP3 inh 12.6, BH1578 lux ind 0.0, Rv3671c protease -1.1 and GDH-TPI inh 7.8.
Screening Cc1csc(=O)n1CC(=O)OCC(=O)NCc1ccccc1 returned SSB-PriA inh 0.5, Mtb FBA inh 2.9, Mtb UGM inh 1.2, MazF activator 7.8, BH1578 lux ind 1.6, Rv3671c protease 6.3 and GDH-TPI inh 8.4.
For Cc1ccc(NS(=O)(=O)c2ccc(C(=O)OCC(=O)N3CCCCC3)cc2)cc1 the results were SSB-PriA inh 11.1, Mtb FBA inh 0.7, Mtb UGM inh 1.7, BioA inh 0.6, MazF activator -2.8, BH1578 lux ind -2.6, Rv3671c protease -4.0 and GDH-TPI inh 11.1.
C[N+](C)(CCOc1ccccc1)Cc1ccccc1 was read as SSB-PriA inh 5.7, Mtb FBA inh -0.7, BioA inh 0.1, MazF activator -4.4, BH1578 lux ind -0.2 and GDH-TPI inh 5.7.
`COc1ccc(N2CCN(CC(O)COC(c3ccc(F)cc3)c3ccc(F)cc3)CC2)cc1` (centres undefined) gave SARS 3CLpro inh 5.5, SSB-PriA inh -9.8, Mtb FBA inh 0.4, Mtb UGM inh -1.5, BioA inh -0.5, MazF activator 1.9, DUSP3 inh 7.2, BH1578 lux ind inactive and GDH-TPI inh 0.7.
Screening CC(=O)c1ccc(C(=O)N2CCCC(C(=O)c3cc(F)ccc3F)C2)s1 (centres undefined) returned SARS 3CLpro inh 1.9, SSB-PriA inh -4.7, Mtb FBA inh -2.9, Mtb UGM inh 1.1, BioA inh 37.6, MazF activator 6.5, DUSP3 inh 12.0, BH1578 lux ind -0.4, Rv3671c protease -4.3 and GDH-TPI inh 11.0.
`COc1cc(C(=O)NCc2nnc(SCC(=O)N3CCC(C)CC3)o2)cc(OC)c1OC` gave SARS 3CLpro inh 6.9, SSB-PriA inh 2.0, Mtb FBA inh 1.0, Mtb UGM inh 1.8, BioA inh -0.3, MazF activator 7.5, DUSP3 inh 11.3, BH1578 lux ind inactive, Rv3671c protease 4.7 and GDH-TPI inh -9.9.
Screening Cc1ccc(SC[C@H](Cc2ccccc2)N2CC[C@@H](NC(=O)OCc3ccccc3)CCC2=O)cc1 returned SARS 3CLpro inh 0.5, Mtb UGM inh 0.1, DUSP3 inh 36.0 and Rv3671c protease -19.8.
Screening COc1ccc(NC(=S)N2CCCC2)c(OC)c1 returned SARS 3CLpro inh 3.0, SSB-PriA inh -10.9, Mtb FBA inh 3.3, Mtb UGM inh 0.3, BioA inh -2.7, MazF activator 5.2, DUSP3 inh 19.1, BH1578 lux ind inactive, Rv3671c protease -7.1 and GDH-TPI inh 0.9.
O=C(c1cc2nc(-c3cccs3)cc(C(F)(F)Cl)n2n1)N1CCCc2ccccc21 was read as SARS 3CLpro inh -1.1, SSB-PriA inh -18.9, Mtb FBA inh 2.1, Mtb UGM inh -2.4, BioA inh -3.5, MazF activator -15.2, DUSP3 inh -11.5, BH1578 lux ind inactive, Rv3671c protease -2.9 and GDH-TPI inh 7.1.
`O=C1N/C(=C/c2ccc(Br)cc2)C(O)=C1C=NCc1ccccc1` gave SARS 3CLpro inh 0.8, SSB-PriA inh -11.9, Mtb FBA inh 4.5, Mtb UGM inh -2.1, MazF activator -14.6, DUSP3 inh -5.7, BH1578 lux ind 1.9, Rv3671c protease -2.6 and GDH-TPI inh 0.4.
Screening Cc1ccc(Oc2nc3ccccc3n3c(C)nnc23)cc1 returned SARS 3CLpro inh 7.5, SSB-PriA inh -14.7, Mtb FBA inh -1.2, Mtb UGM inh -0.4, BioA inh -0.5, MazF activator 15.9, DUSP3 inh 31.9, BH1578 lux ind -0.2, Rv3671c protease -0.2 and GDH-TPI inh 12.6.
Screening CC(=O)c1ccc(N2CCN(C(=O)c3n[nH]c4ccccc34)CC2)cc1 returned SARS 3CLpro inh 0.9, SSB-PriA inh 2.8, Mtb FBA inh 8.1, Mtb UGM inh 1.7, MazF activator 0.7, DUSP3 inh -20.6, BH1578 lux ind -0.7, Rv3671c protease -1.5 and GDH-TPI inh 19.6.
`Cc1noc(C)c1C(=O)OCC(=O)C12CC3CC(CC(C3)C1)C2` gave SARS 3CLpro inh 0.1, SSB-PriA inh -0.3, Mtb FBA inh 0.5, Mtb UGM inh 0.6, BioA inh 0.3, MazF activator -1.1, DUSP3 inh 27.7, BH1578 lux ind -0.3, Rv3671c protease -4.5 and GDH-TPI inh 2.2.
`c1ccc(CCN2CN=C(Nc3nc4ccccc4s3)NC2)cc1` gave SARS 3CLpro inh 0.8, SSB-PriA inh -10.3, Mtb FBA inh -1.0, Mtb UGM inh -0.8, MazF activator 6.0, DUSP3 inh 25.3, BH1578 lux ind 0.6, Rv3671c protease 78.0* and GDH-TPI inh 1.5.
Screening Cc1cn(CC(C)C)c(=O)n(-c2ccccc2)c1=O returned SSB-PriA inh -1.9, Mtb FBA inh -2.6, BioA inh -0.2, MazF activator 1.1, BH1578 lux ind inactive and GDH-TPI inh -4.7.
`COc1ccc(C(=O)Oc2ccc(N(C)S(=O)(=O)c3ccccc3)cc2)cc1[N+](=O)[O-]` gave SARS 3CLpro inh 8.1, SSB-PriA inh -7.2, Mtb FBA inh -1.8, Mtb UGM inh 1.0, BioA inh -0.7, MazF activator 2.1, DUSP3 inh 20.6, BH1578 lux ind -0.3, Rv3671c protease -0.1 and GDH-TPI inh 13.2.
For CCCSc1nc2c(cnn2-c2ccccc2)c(=O)n1N the results were SARS 3CLpro inh -1.6, SSB-PriA inh -11.3, Mtb FBA inh -0.4, Mtb UGM inh -0.5, BioA inh 3.8, MazF activator 17.1, DUSP3 inh 1.4, BH1578 lux ind 0.9, Rv3671c protease -3.2 and GDH-TPI inh 10.3.
For CC1CCC2C(=O)N(c3ccc(C(=O)NCc4ccccc4)cc3)C(=O)C2C1 (centres undefined) the results were SARS 3CLpro inh 0.6, SSB-PriA inh -12.6, Mtb FBA inh -2.3, Mtb UGM inh 1.6, BioA inh 1.3, MazF activator 5.5, DUSP3 inh -1.2, BH1578 lux ind inactive, Rv3671c protease -10.4 and GDH-TPI inh 5.9.
O=C(O)CCCC(=O)Nc1ccc(N=Nc2ccccc2)cc1 was read as SARS 3CLpro inh 4.3, SSB-PriA inh -2.8, Mtb FBA inh -3.3, Mtb UGM inh -4.9, MazF activator 1.2, DUSP3 inh -16.0, BH1578 lux ind inactive, Rv3671c protease -2.2 and GDH-TPI inh 18.7.

Fetched by compound from the list above:
`COc1ccc(N2CCN(CC(O)COC(c3ccc(F)cc3)c3ccc(F)cc3)CC2)cc1` (centres undefined) gave SARS 3CLpro inh 5.5, SSB-PriA inh -9.8, Mtb FBA inh 0.4, Mtb UGM inh -1.5, BioA inh -0.5, MazF activator 1.9, DUSP3 inh 7.2, BH1578 lux ind inactive and GDH-TPI inh 0.7.
For CCCSc1nc2c(cnn2-c2ccccc2)c(=O)n1N the results were SARS 3CLpro inh -1.6, SSB-PriA inh -11.3, Mtb FBA inh -0.4, Mtb UGM inh -0.5, BioA inh 3.8, MazF activator 17.1, DUSP3 inh 1.4, BH1578 lux ind 0.9, Rv3671c protease -3.2 and GDH-TPI inh 10.3.
Screening COc1ccc(NC(=S)N2CCCC2)c(OC)c1 returned SARS 3CLpro inh 3.0, SSB-PriA inh -10.9, Mtb FBA inh 3.3, Mtb UGM inh 0.3, BioA inh -2.7, MazF activator 5.2, DUSP3 inh 19.1, BH1578 lux ind inactive, Rv3671c protease -7.1 and GDH-TPI inh 0.9.

(continued)
For CCOc1ncccc1C(=O)OCC(=O)NC1CCCCC1 the results were SSB-PriA inh -2.5, Mtb FBA inh -0.1, Mtb UGM inh 2.6, BioA inh -0.8, MazF activator 6.1, BH1578 lux ind -0.7, Rv3671c protease -4.5 and GDH-TPI inh -3.0.
For CCCNC(=O)C(Cc1ccc(I)cc1)NC(=O)c1ccc(C#N)cc1 (centres undefined) the results were SSB-PriA inh -7.2, Mtb FBA inh 1.2, Mtb UGM inh -0.4, BioA inh -0.2, MazF activator 6.5, BH1578 lux ind inactive, Rv3671c protease -0.3 and GDH-TPI inh -1.3.
For COc1cc(CNCc2cccnc2)ccc1OCC(=O)NC1CCCCC1 the results were SARS 3CLpro inh -1.1, SSB-PriA inh 3.3, Mtb FBA inh -0.4, Mtb UGM inh 1.0, BioA inh 1.1, MazF activator -6.7, DUSP3 inh 4.0, BH1578 lux ind -0.4, Rv3671c protease 5.9 and GDH-TPI inh 1.2.
`CCC(C)(C)NC(=O)C(c1ccc(F)cc1)N(Cc1ccco1)C(=O)c1cnccn1` (centres undefined) gave SARS 3CLpro inh 4.0, SSB-PriA inh -3.2, Mtb FBA inh -0.3, Mtb UGM inh 0.1, BioA inh -2.6, MazF activator -16.0, DUSP3 inh 17.5, BH1578 lux ind inactive, Rv3671c protease -1.0 and GDH-TPI inh 5.7.
O=C(NCCN1CCCCC1)Nc1ccc(F)cc1F was read as SARS 3CLpro inh 1.4, SSB-PriA inh 4.7, Mtb FBA inh 1.1, Mtb UGM inh -0.1, BioA inh -1.0, MazF activator 3.5, DUSP3 inh -6.1, BH1578 lux ind 0.3, Rv3671c protease -3.9 and GDH-TPI inh 0.8.
`Cc1ccc(C)c(OCC(=O)NCC(C)C)c1C` gave SARS 3CLpro inh -4.3, SSB-PriA inh 4.8, Mtb FBA inh 1.4, Mtb UGM inh 3.5, MazF activator 4.1, DUSP3 inh 1.0, BH1578 lux ind -0.2, Rv3671c protease -13.6 and GDH-TPI inh -0.4.
`CCOC(=O)N1CCN(C/C(C)=C/c2ccccc2)CC1` gave SARS 3CLpro inh -1.4, SSB-PriA inh -1.1, Mtb FBA inh 0.7, Mtb UGM inh 6.6, BioA inh -0.6, MazF activator -4.4, DUSP3 inh 18.2, BH1578 lux ind inactive, Rv3671c protease 3.0 and GDH-TPI inh 0.5.
Screening C#CCOCCOCCOCCNc1nc(N2CCN(C(=O)CCCCCCCCCCNC(=O)Cn3cc(C[C@@H](C)O)nn3)CC2)nc(N2CCN(C(=O)CCCCCCCCCCNC(=O)[C@H](CO)n3cc(CCCSC)nn3)CC2)n1 returned SSB-PriA inh 1.3, Mtb FBA inh -1.0, Mtb UGM inh 1.1, BioA inh -1.6, MazF activator 24.8, BH1578 lux ind inactive, Rv3671c protease -45.2 and GDH-TPI inh 9.2.
For Cc1cc(Cl)ccc1OCC(=O)OCC(=O)NCCNC(=O)COC(=O)COc1ccc(Cl)cc1C the results were SSB-PriA inh 10.8, Mtb FBA inh 0.3, BioA inh -0.9, MazF activator 8.2, BH1578 lux ind inactive and GDH-TPI inh 10.9.
O=C(CSC1=NCCS1)Nc1ccccc1F was read as SARS 3CLpro inh 0.8, SSB-PriA inh -16.2, Mtb FBA inh -0.1, Mtb UGM inh -0.8, BioA inh 0.0, MazF activator 7.5, DUSP3 inh 2.8, BH1578 lux ind inactive, Rv3671c protease -3.3 and GDH-TPI inh 3.2.
Screening O=C(COC(=O)C1CCCN1C(=O)c1cccs1)Nc1ccc2c(c1)OCO2 (centres undefined) returned SARS 3CLpro inh 2.5, SSB-PriA inh -4.8, Mtb FBA inh 1.8, Mtb UGM inh 3.1, BioA inh 4.6, MazF activator -1.5, DUSP3 inh 8.4, BH1578 lux ind inactive, Rv3671c protease 3.5 and GDH-TPI inh -7.8.
`COc1cc(/C=C/C(=O)OCC(=O)Nc2c(C)n(C)n(-c3ccccc3)c2=O)ccc1O` gave SARS 3CLpro inh 4.3, SSB-PriA inh 9.5, Mtb FBA inh 3.1, Mtb UGM inh -0.4, BioA inh -1.2, MazF activator 3.2, DUSP3 inh -13.9, BH1578 lux ind inactive, Rv3671c protease 3.9 and GDH-TPI inh 17.4.
COc1ccc(Cl)cc1-c1cc(C(=O)NC2CCCCC2)[nH]n1 was read as Mtb FBA inh -2.2, BioA inh -0.7, BH1578 lux ind -0.4 and GDH-TPI inh -7.1.
COc1ccc(-c2nc(-n3c(C)c(C(C)=O)c(C(C)=O)c3C)sc2C)cc1OC was read as SARS 3CLpro inh 1.6, SSB-PriA inh 10.3, Mtb FBA inh 1.3, Mtb UGM inh -3.6, BioA inh 5.6, MazF activator 7.1, DUSP3 inh 20.1, BH1578 lux ind -0.3, Rv3671c protease 0.0 and GDH-TPI inh 5.3.
